Epigenetic derep = epigenetic control regulation, reporter derepression. murine LDR cells, GFP reporter derepression, 30 h. Potency, µM (titrated, usually from 53.9 µM), for the others: top-dose GFP activation, actives largely listed as activators. hit rate 0.2% among 280,000. AID 1865; active means well fitted activation curve with a large enough effect; inconclusive means small, poorly fitted or top-dose-only effect; further: % of control where 0% means no effect; nearly all actives have a fitted effect of over 60% in size
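GFP-positive cell count by laser-scanning cytometry (objects 20–120 um) after 30 h, 37 C compound exposure of murine LDR cells; reporter is CMV-GFP integrated at a silenced locus, inducible by HDAC or DNMT inhibitors.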
LMNA splice mod = changes lamin A minigene splicing in HeLa cells | HeLa LMNA splicing GFP/RFP minigene ratio, 48 h | Potency, µM (highest dose often 46.1 µM), inactives show at the highest dose ratio change, negative = inhibition, most hits filed as inhibitors | hit rate 0.01% among 200,000; active means well fitted inhibition curve with a large enough effect in the signal ratio, with a control signal flat, not every such curve was filed as active; inconclusive means small, poorly fitted or top-dose-only effect, or effect the other way, or a change in a side signal; the % refers to the signal ratio; further: on the % scale 0 is the no-effect control and ±100 the full control effect
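S3 HeLa stable clones carrying a lamin A-EGFP splicing minigene plus DsRed2 were seeded at 600 cells/well in Opti-MEM with 2% FBS, pin-dosed and incubated 48 h at 37°C. Acumen cytometry (488 nm) gave the GFP/RFP total-intensity ratio.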
Active calls of the source: *; ? = inconclusive; [ ] = another dose, or the depositor's remark. Potency means the concentration at half of the fitted maximal effect.

SMILES	Epigenetic derep	LMNA splice mod
CCN(CC)c1ccc(NC(=O)CN2C(=O)c3cccnc3Oc3ccccc32)c(C)c1	-1.2%	-20.0%[46 µM]
CC(=O)N1CCN(c2csc3ccc(Br)cc3c2=O)CC1	0.8%	-24.0%[46 µM]
Cc1nn(C)c2c1c(-c1ccccc1)cc(=O)n2Cc1ccc(F)cc1Cl	0.8%	-27.3%[46 µM]
Cc1cccc(N2CCN(C(=O)CN3C(=O)CSc4c3c(C)nn4-c3ccccc3)CC2)c1C	0.0%	10.6%[46 µM]
Cc1cc(C)c(/C=C/c2onc(C)c2S(=O)(=O)N2CCC(C(=O)NCc3ccco3)CC2)c(C)c1	-1.7%	-1.9%[46 µM]
COc1cccc(Nc2sc(C(=O)c3ccc(Cl)cc3)c(N)c2C(=O)NCCc2ccc(OC)c(OC)c2)c1	-1.3%	-20.4%[46 µM]
Cc1ccc(N2CCN(S(=O)(=O)c3nnc(NC(=O)c4cccc(F)c4)s3)CC2)cc1	12.7%	?
CCOC(=O)c1c(C)[nH]c(C)c1S(=O)(=O)N1CCC(C(=O)N2CCN(c3cccc(C)c3)C(C)C2)CC1 (stereo unspecified)	-1.3%	3.2%[46 µM]
Cc1ccc(CN2C(=O)c3ccccc3Sc3ccc(C(=O)NCCCN4CCOCC4)cc32)cc1	-3.5%	?
N#Cc1ccccc1NS(=O)(=O)c1ccc(N2CCCCS2(=O)=O)cc1	-3.3%	-6.7%[46 µM]
CCc1cccc(C)c1NC(=O)CN1C(=O)C2(SCC(=O)N2c2cc(C)cc(C)c2)c2ccccc21 (stereo unspecified)	0.0%	-7.9%[46 µM]
COc1cc(CN(C(=O)COc2ccccc2Cl)c2ccccn2)cc(OC)c1OC	3.2%	-14.6%[46 µM]
CC(CNC(=O)c1cc2cc(S(=O)(=O)N3CCCCC3)ccc2n1C)c1ccccc1 (stereo unspecified)	-3.1%	?
Cc1cccc(S(=O)(=O)c2cn(Cc3ccccc3)c3cc(N4CCCC(C)C4)c(F)cc3c2=O)c1 (stereo unspecified)	-1.2%	-3.9%[46 µM]
O=C(CSc1nc2ccccc2n1Cc1cccc(C(F)(F)F)c1)NCc1ccccc1	-2.3%	?
CCc1ccccc1N1C(=O)N(Cc2cccc(Cl)c2)c2ccccc2S1(=O)=O	-0.2%	-19.7%[46 µM]
COc1ccc(CNC(=O)c2oc3c(c2C)-c2nn(Cc4ccccc4Cl)cc2CC3)cc1	1.4%	6.2%[46 µM]
Cc1ccc(-n2ncc3c(NC4CCCCC4)ncnc32)cc1C	3.2%	?
O=C(NCC(c1cccs1)S(=O)(=O)c1cccs1)c1ccc(C(F)(F)F)cc1 (stereo unspecified)	4.7%	-3.7%[46 µM]
Oc1c(C(c2ccccc2F)N2CCCC2)sc2nc(-c3ccco3)nn12 (stereo unspecified)	2.1%	21.7%[46 µM]
CCc1ccc(-n2cnc3cc(C(=O)NCc4ccc(C)cc4)ccc32)cc1	1.3%	?
CCc1cnc2c(c1SCC(=O)Nc1ccc(Cl)cc1)c(=O)n(C)c(=O)n2C	0.2%	-16.0%[46 µM]
Cc1ccc(NC(=O)c2nc(S(C)(=O)=O)ncc2N(Cc2ccco2)Cc2cccs2)cc1C	-2.2%	-1.2%[46 µM]
COc1ccccc1CNc1nc(-c2ccco2)nn1C(=O)c1cc(OC)c(OC)c(OC)c1	2.4%	-7.7%[46 µM]
Cc1cccc(-c2nn3c(=O)cc(CN4CCN(S(=O)(=O)c5ccc(Cl)cc5)CC4)nc3s2)c1	-0.5%	3.8%[46 µM]
CC(=O)c1cccc(NS(=O)(=O)c2cc3c(cc2C)n(C)c(=O)c(=O)n3C)c1	-1.2%	5.2%[46 µM]
Cc1cccc(NC(=O)CSc2nc(=O)n(Cc3cccnc3)c3c2CCC3)c1C	1.3%	-5.1%[46 µM]
CCOC(=O)c1ccc(Nc2cc(-c3ccccc3)nc(C)n2)cc1	-0.5%	18.8%[46 µM]
COc1cc(NC(=O)CSc2nc3ncccc3o2)cc(OC)c1	0.8%	?
CCOc1cc(C(=O)NCc2ccc3c(c2)CCN3C(=O)c2ccc(F)cc2)cc(OCC)c1OCC	0.0%	12.7%[46 µM]
Cc1ccc(N2CCN(C(=O)c3c(C)oc4ncn(CC(C)C)c(=O)c34)CC2)c(C)c1	0.0%	0.0%[46 µM]
COc1cccc(/C=C/c2nc3ccccc3c(=O)n2-c2ccc(C)c(C)c2)c1OC	2.9%	?
CC(C)NC(=O)c1ccc(Cn2c(SCC(N)=O)nc3ccccc3c2=O)cc1	-0.9%	-13.4%[46 µM]
CCOc1ccc(C(=O)OCc2cc(=O)n3cc(C)sc3n2)cc1	1.1%	-3.4%[46 µM]
CCCCN(CC)CCCNC(=O)CCN1N=C(c2ccc(OC)cc2)CCC1=O	-1.1%	0.5%[46 µM]
O=C(NCCS(=O)(=O)N1CCN(c2ccccc2F)CC1)C1CC(=O)N(c2ccccc2)C1 (stereo unspecified)	8.5%	2.7%[46 µM]
Cc1ccn2c(=O)cc(CSc3nnc(C)s3)nc2c1	9.2%	?
CCOc1ccc(C2C(=O)N(C3CCCCCC3)CC(=O)N2Cc2ccccc2)cc1OC (stereo unspecified)	3.7%	?
Cc1nc(-c2ccc(S(=O)(=O)NCc3ccccc3Cl)cc2)co1	0.0%	2.2%[46 µM]
CCOc1ccccc1CNC(=O)c1cnc2sc(N(CC)CC)nn2c1=O	0.8%	2.4%[46 µM]
COc1ccc(CNC(=O)c2cc3c(=O)n(Cc4cccnc4)ccc3nc2C)cc1	0.8%	4.7%[46 µM]
O=c1c(N2CCc3ccccc3C2)csc2ccccc12	-0.6%	?
Cc1ccc(-c2ccc(=O)n(CC(=O)NCCc3ccc(Cl)cc3)n2)cc1	0.7%	4.4%[46 µM]
Cc1cc2c(cc1S(=O)(=O)N(CCN(C)C)Cc1ccco1)OCC(=O)N2	-0.9%	7.7%[46 µM]
Cc1oc2ncn(CC(C)C)c(=O)c2c1C(=O)N1CCN(c2ccccc2F)CC1	-1.3%	15.8%[46 µM]
CCOc1ccc(C(=O)Nc2cccc(C(=O)OCc3cc(=O)n4cc(C)sc4n3)c2)cc1	-3.3%	-2.7%[46 µM]
COc1ccc(NC(=O)C2CCN(S(=O)(=O)c3ccc4c(c3)CCCC(=O)N4)CC2)c(OC)c1	0.8%	-6.3%[46 µM]
O=C(c1cnc(N2CCCCC2)c2ccccc12)N1CCN(c2cccc(Cl)c2)CC1	0.0%	?
CCN(CC)c1ccc(NC(=O)CN2CCN(CC(=O)Nc3ccc(Cl)cc3)CC2)cc1	-0.4%	-12.9%[46 µM]
CCC(C)NC(=O)CSc1nc2n[nH]c(C)c2c(=N)n1-c1cc(Cl)ccc1C (stereo unspecified)	-1.1%	3.4%[46 µM]
Cc1c(C(=O)NCc2ccc(Cl)cc2)sc2nc3n(c(=O)c12)CCCC3	0.0%	-16.8%[46 µM]
CCN(c1ccc(Cl)cc1)S(=O)(=O)c1nnc(NC(=O)c2ccccc2C)s1	0.0%	-6.6%[46 µM]
CCOc1ccc(CCNC(=O)c2cnc3sc(N(CC)CC)nn3c2=O)cc1OCC	1.5%	-8.7%[46 µM]
COc1ccc(-n2cc(C(=O)NCCc3ccc(C)cc3)c3ccccc3c2=O)cc1	0.0%	-1.1%[46 µM]
CC(CNC(=O)CCn1c(=O)c2cccn2c2ccc(F)cc21)c1ccccc1 (stereo unspecified)	0.0%	2.5%[46 µM]
CC(C)c1ccc(NC(=O)CSC2=Nc3ccccc3C3=NC(CC(=O)NC4CCCCC4)C(=O)N23)cc1 (stereo unspecified)	0.0%	19.6%[46 µM]
Cc1cc(C)cc(N2C(=O)CCSC23C(=O)N(Cc2ccccc2)c2ccccc23)c1 (stereo unspecified)	-1.3%	19.1%[46 µM]
CCOc1ccc(NC(=O)Cn2c(=O)n(CCCC(=O)NCCc3ccc(Cl)cc3)c(=O)c3ccccc32)cc1	3.6%	12.7%[46 µM]
COc1ccc(C2C(=O)N(C3CCC(C)CC3)CC(=O)N2Cc2ccc(C)cc2)cc1OC (stereo unspecified)	-2.2%	-2.3%[46 µM]
COc1cccc(CSc2nc3n(n2)C(c2ccccc2C)C(C(=O)Nc2ccccc2OC)=C(C)N3)c1 (stereo unspecified)	-0.5%	?

Copied from the list.
In Epigenetic derep, CCOc1ccc(C(=O)Nc2cccc(C(=O)OCc3cc(=O)n4cc(C)sc4n3)c2)cc1 reads -3.3%
In Epigenetic derep, CC(C)c1ccc(NC(=O)CSC2=Nc3ccccc3C3=NC(CC(=O)NC4CCCCC4)C(=O)N23)cc1 (stereo unspecified) reads 0.0%

Next section.
SMILES	Epigenetic derep	LMNA splice mod
Cc1c(Cl)cccc1-n1c(SCC(=O)NCc2ccccc2)nc2n[nH]c(C)c2c1=N	1.9%	?
CCOCCc1nn2c(=O)cc(COC(=O)c3ccc(NC(=O)C4CCCCC4)cc3)nc2s1	-1.0%	14.0%[46 µM]
CSc1nc(=O)c2c(n1C)NC(=O)CC2c1ccccc1OC(C)C (stereo unspecified)	-2.4%	14.2%[46 µM]
CC(=O)Nc1cc(C(=O)NCc2ccccc2)ccc1Sc1ccc(C)cc1	1.7%	-8.5%[46 µM]
CCC(C)NC(=O)c1sc2ncccc2c1-n1c(C)ccc1C (stereo unspecified)	-1.7%	8.6%[46 µM]
COc1ccccc1CCNS(=O)(=O)c1ccc(N2CCCCS2(=O)=O)cc1	3.3%	11.2%[46 µM]
Cc1ccc(N2CC(c3nnc(NC(=O)c4ccco4)s3)CC2=O)cc1C (stereo unspecified)	-1.6%	12.2%[46 µM]
CC(C)c1ccc(NC(=O)c2cnc3sc(N4CCOCC4)nn3c2=O)cc1	1.8%	-14.2%[46 µM]
CCOC(=O)c1cc(S(=O)(=O)N2CCN(c3cccc(C)c3C)CC2)[nH]n1	-1.7%	-0.8%[46 µM]
CC1CCc2nc(NC(=O)Cc3ccc(Cl)cc3)sc2C1 (stereo unspecified)	1.6%	-14.8%[46 µM]
COc1cc([N+](=O)[O-])ccc1NC(=O)N1CCC2(CC1)Nc1ccccc1-n1cccc12	-2.8%	-3.6%[46 µM]
O=C(NCc1ccccc1Cl)c1ccc(CSCc2cccc(F)c2)o1	0.9%	?
COc1ccc(C)cc1NC(=O)N1CCCn2nc(C)cc21	-1.3%	12.9%[46 µM]
COc1ccc(-n2ccn(CC(=O)Nc3ccc(C)cc3C)c(=O)c2=O)cc1	1.1%	-5.4%[46 µM]
COc1cc(OC)c(OC)cc1CN1CCc2nc(N3CCN(c4ncccn4)CC3)ncc2C1	-1.2%	14.3%[46 µM]
Cc1c(C(=O)N2CCCCCC2)c(S(=O)(=O)NCc2ccccc2)c(C)n1C	0.8%	?
CC(C)(C)OC(=O)N1CCC(c2c(C(=O)NC3CCCCC3)cnn2-c2ccc(F)cc2F)CC1	0.0%	-4.5%[46 µM]
COc1ccc(C)cc1NC(=O)CN(C)S(=O)(=O)c1ccc2c(c1)CCCN2C(C)=O	0.8%	-5.0%[46 µM]
CCc1ccc(OC(=O)c2sc3ncn(Cc4cccc(F)c4)c(=O)c3c2C)cc1	7.5%	-15.4%[46 µM]
CC(C)(C)c1ccc(C(=O)NCC(c2ccc(Cl)cc2)N2CCOCC2)cc1 (stereo unspecified)	1.6%	?
COC(=O)c1c(-c2cccs2)csc1NC(=O)c1ccc(Cl)cc1	1.6%	12.8%[46 µM]
COCCn1c(C)cc(O)c(C(c2ccc(OC)cc2)N2CCCCC2)c1=O (stereo unspecified)	-3.4%	0.8%[46 µM]
CCOC(=O)c1sc(NC(=O)/C=C/c2ccc(OCC)cc2)c(C(=O)OCC)c1C	-1.1%	16.2%[46 µM]
O=C(NC1CCCCC1)c1ccc2c(c1)N(Cc1cccc(Cl)c1)C(=O)c1ccccc1S2(=O)=O	-0.2%	-6.1%[46 µM]
COc1ccc(OCC(=O)NCC2(N3CCN(C)CC3)CCCCC2)cc1	-3.2%	?
CC(C)(C)C1CCc2c(sc3nc(-c4cc5cc(Cl)ccc5oc4=O)[nH]c(=O)c23)C1 (stereo unspecified)	2.8%	9.7%[46 µM]
CN(C)S(=O)(=O)c1ccc2c(c1)N(CC(=O)N1CCC(C(N)=O)CC1)CCS2	-0.9%	?
Cc1ccc(NC(=O)CSc2nc3ccc(NC(=O)c4cccs4)cc3s2)cc1	-1.6%	10.9%[46 µM]
CN(C)CCNC(=O)Cn1c(=O)c2cccn2c2ccc(F)cc21	3.9%	13.7%[46 µM]
CCOc1ccc(-c2cc(C(=O)NCCc3ccc(OC)c(OC)c3)c3c(-c4ccc(F)cc4)[nH]nc3n2)cc1	?	?
COc1cc(NC(=O)N2CCC(CN3CCc4ccccc4C3)CC2)cc(OC)c1	1.1%	-15.6%[46 µM]

Among those listed so far, these contain a tert-butyl group:
SMILES	Epigenetic derep	LMNA splice mod
CC(C)(C)OC(=O)N1CCC(c2c(C(=O)NC3CCCCC3)cnn2-c2ccc(F)cc2F)CC1	0.0%	-4.5%[46 µM]
CC(C)(C)c1ccc(C(=O)NCC(c2ccc(Cl)cc2)N2CCOCC2)cc1 (stereo unspecified)	1.6%	?
CC(C)(C)C1CCc2c(sc3nc(-c4cc5cc(Cl)ccc5oc4=O)[nH]c(=O)c23)C1 (stereo unspecified)	2.8%	9.7%[46 µM]

A portion of the library; count on the stated rates, not on these rows.
